M5 antag: human M5 muscarinic receptor antagonists, primary screen, CHO cells, Fluo-8 calcium fluorescence; inhibition, % at 3 µM; CHO-hM5 cells, ACh EC80; hit rate 0.59% among 360,000;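 active = inhibition above a per-plate cutoff, the mean of that plate's test compounds plus 3 SD, cut at about 27% in these data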;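 also: 0% = acetylcholine EC80 with DMSO and 100% = DMSO without agonist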
Target sequence (P08912 whole entry, looked up): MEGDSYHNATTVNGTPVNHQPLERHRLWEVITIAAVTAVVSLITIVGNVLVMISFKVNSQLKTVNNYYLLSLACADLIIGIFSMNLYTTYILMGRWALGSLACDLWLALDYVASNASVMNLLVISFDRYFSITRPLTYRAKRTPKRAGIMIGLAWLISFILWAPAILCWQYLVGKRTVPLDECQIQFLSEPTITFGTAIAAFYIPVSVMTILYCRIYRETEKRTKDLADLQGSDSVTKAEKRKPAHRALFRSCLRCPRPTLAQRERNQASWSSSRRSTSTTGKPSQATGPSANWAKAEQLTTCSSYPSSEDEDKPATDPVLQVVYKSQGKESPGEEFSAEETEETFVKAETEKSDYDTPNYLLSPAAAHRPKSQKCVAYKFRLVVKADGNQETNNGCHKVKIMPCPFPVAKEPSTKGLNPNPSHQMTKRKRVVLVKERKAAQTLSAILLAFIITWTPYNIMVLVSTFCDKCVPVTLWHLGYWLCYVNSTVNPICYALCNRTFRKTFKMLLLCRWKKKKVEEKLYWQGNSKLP
CHO-K1 Ca antag: counter-screen for M1 antagonists: effect in parental CHO-K1 cells; ATP-induced calcium, Fluo-8 fluorescence; inhibition, % at 3 µM; hit rate 0.6% among 360,000; AID 602250;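 active = inhibition above a per-plate cutoff, the plate's mean sample inhibition plus 3 SD, cut at about 24% in these data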;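 also: 0% = DMSO plus EC80 ATP and 100% = DMSO alone without ATP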
M5 ag: human M5 muscarinic receptor agonists, primary screen, CHO-K1 cells, Fluo-8 calcium fluorescence | hit rate 0.19% among 360,000 | activation, % at 3 µM | Muscarinic acetylcholine receptor M5 (Homo sapiens), P08912 | AID 624037, 2012 | CHO-K1 hM5 cells; 0% DMSO wells, 100% maximal acetylcholine response;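 active = activation above the run's mean over test compounds plus 3 SD, cut at about 23% in these data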;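 also: signal is peak over basal fluorescence ratio across the kinetic read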
CHRM4 PAM: human M4 muscarinic receptor positive allosteric modulators, primary screen, CHO-K1 cells, Fluo-8 calcium fluorescence; Muscarinic acetylcholine receptor M4 (Homo sapiens), P08173; CHO-K1 hM4/Gqi5, ACh EC20; 0% = ACh EC20, 100% = maximal ACh; activation, % at 3 µM; hit rate 0.4% among 360,000;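 active = activation above its plate's cutoff, the mean activation of sample wells plus 3 SD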; also: some results filed as inactive read as strong as hits
Target sequence (P08173 whole entry, looked up): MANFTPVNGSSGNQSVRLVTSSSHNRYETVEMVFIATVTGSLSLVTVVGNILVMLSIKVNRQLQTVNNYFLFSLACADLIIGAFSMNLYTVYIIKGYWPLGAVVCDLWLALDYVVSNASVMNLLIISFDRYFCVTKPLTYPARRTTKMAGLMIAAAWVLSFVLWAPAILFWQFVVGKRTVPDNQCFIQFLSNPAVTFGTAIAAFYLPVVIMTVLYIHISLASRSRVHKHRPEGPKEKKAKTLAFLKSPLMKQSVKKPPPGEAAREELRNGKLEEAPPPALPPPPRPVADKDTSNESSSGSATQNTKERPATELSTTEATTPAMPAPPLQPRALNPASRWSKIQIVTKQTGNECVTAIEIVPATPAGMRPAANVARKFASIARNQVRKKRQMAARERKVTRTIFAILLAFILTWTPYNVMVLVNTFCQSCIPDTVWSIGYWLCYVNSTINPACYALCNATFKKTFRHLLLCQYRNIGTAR
CHRM4 agonist: human M4 muscarinic receptor agonists, primary screen, CHO-K1 cells, Fluo-8 calcium fluorescence; Muscarinic acetylcholine receptor M4 (Homo sapiens), P08173; CHO-K1 hM4/Gqi5; vehicle 0%, full acetylcholine response 100%; activation, % at 3 µM; hit rate 0.14% among 360,000;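 active = activation above the run mean over all test wells plus 3 SD, cut at about 32% in these data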;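 also: peak over basal fluorescence ratio per well then scaled between controls; 0% = DMSO wells and 100% = acetylcholine at EC100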
CHRM4 antagonist: human M4 muscarinic receptor antagonists, primary screen, CHO cells, Fluo-8 calcium fluorescence. Muscarinic acetylcholine receptor M4 (Homo sapiens), P08173. AID 624125, 2012. inhibition, % at 3 µM. hit rate 0.73% among 360,000. CHO-hM4 cells, ACh EC80;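 active = inhibition above its plate's cutoff, the mean inhibition of sample wells plus 3 SD, cut at about 27% in these data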;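 also: 0% = acetylcholine EC80 with DMSO and 100% = DMSO without agonist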
CHO-K1 Ca PAM: nonselective calcium activators in parental CHO-K1 cells, primary screen, counter-screen for M1 PAM project, cell-based, Fluo-8 calcium fluorescence, full deck, 1536-well; ATP EC20; 0% at ATP EC20, 100% at ATP max; activation, % at 3 µM; hit rate 0.02% among 360,000;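 active = activation above the run cutoff, the mean activation of all test compounds plus 3 SD, cut at about 40% in these data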;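 also: peak over basal fluorescence ratio in a 140 s read after ATP addition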
M1 ag parental: counter-screen for M1 agonists: effect in parental CHO-K1 cells; Fluo-8 calcium fluorescence; scaled to maximal ATP response, vehicle zero; activation, % at 3 µM; hit rate 0.48% among 360,000; AID 602248, 2012; in the data active = activation above about 15%;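 also: untransfected CHO-K1 host cells lacking M1 receptor as counterscreen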
M5 PAM: human M5 muscarinic receptor positive allosteric modulators, primary screen, CHO-K1 cells, Fluo-8 calcium fluorescence; hit rate 0.3% among 360,000; AID 624038, 2012; activation, % at 3 µM; CHO-K1 hM5, ACh EC20 PAM; 0% = ACh EC20, 100% = ACh EC100; Muscarinic acetylcholine receptor M5 (Homo sapiens), P08912;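 active = activation above the run cutoff, the mean activation of all test compounds plus 3 SD, cut at about 18% in these data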
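System: CHO-K1 hM5 cells. Reagent: acetylcholine, EC20 level. Compound dosing: single dose, 3 µM nominal final test concentration. Timing: Post-acetylcholine fluorescence recording 140 s. Detection: Fluo-8 calcium fluorescence. Read-out: % activation, ACh-normalized. Benchmarks: ACh EC20 and EC100 wells. Repeats: singlicate, one well per test compound.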
The depositor's hits bear a star.

Every second line gives: M5 antag | CHO-K1 Ca antag | M5 ag | CHRM4 PAM | CHRM4 agonist | CHRM4 antagonist | CHO-K1 Ca PAM | M1 ag parental | M5 PAM
Cc1nc2ccc(-c3nc4ccccc4[nH]3)cc2[nH]1
  2 | 1 | 0 | -6 | 0 | 3 | 11 | 0.3 | 3
Cc1csc(=O)n1CC(=O)OCC(=O)c1ccc(Br)cc1
  6 | -6 | -3 | 5 | 3 | -7 | -5 | 0.8 | 2
O=C(COc1ccc(S(=O)(=O)NC2CCCCC2)cc1)NC1CCCCC1
  1 | -1 | -3 | 2 | 1 | -1 | -6 | 0.9 | 6
O=C(CN1C(=O)/C(=C\c2ccco2)SC1=S)Nc1ccc(O)cc1C(=O)O
  8 | -9 | 5 | 0 | 1 | 3 | 7 | 1.8 | -5
Cc1ccc(C2=NN(C(=O)c3cccs3)C(c3ccccc3O)C2)cc1 (stereo unspecified)
  3 | 1 | -4 | 7 | 2 | -12 | 16 | 1.0 | -10
NC(=O)C1CCN(C(=O)c2cc(-c3ccccc3Cl)nc3ccccc23)CC1
  4 | -9 | 5 | 1 | 6 | -3 | 16 | 4.0 | 1
CC(C)C[C@H]1CN=C(Nc2ccccc2)N1CCc1ccc(F)cc1
  13 | 23 | 64* | -18 | 115* | 47* | -17 | 64* | -40
Cc1noc(C)c1COC(=O)c1ccc(F)c(S(=O)(=O)N2CCCCC2)c1
  -9 | -7 | -5 | -1 | 6 | -4 | 19 | 2.5 | -5
COc1ccc(N2CCN(C(=S)Nc3ccc(F)cc3)CC2)cc1
  19 | 2 | 12 | -3 | 5 | -22 | -3 | 1.3 | -12
CCOC(=O)c1ccc(NC(=O)c2nn(CC)cc2Br)cc1
  0 | -7 | -2 | 11 | -1 | -20 | 20 | 0.1 | -3

Next results:
Every second line gives: M5 antag | CHO-K1 Ca antag | M5 ag | CHRM4 PAM | CHRM4 agonist | CHRM4 antagonist | CHO-K1 Ca PAM | M1 ag parental | M5 PAM
CCCCc1c(-c2ccccc2)ncn1CCc1ccccc1OC
  8 | 0 | 1 | -12 | 6 | 15 | 11 | 6.4 | -21
Cc1cccc(-n2cnc(C(=O)N/N=C/c3ccccc3)c2)n1
  -7 | -9 | -3 | -2 | 2 | 1 | 9 | 0.9 | -3
COc1cc(/C=C/C(=O)NCc2nc3ccccc3[nH]2)cc(OC)c1OC
  3 | -20 | 0 | 4 | 1 | 1 | 20 | 0.9 | 2
COc1ccc(CCN(C)C(=O)c2cc(S(=O)(=O)NCc3ccccc3)ccc2C)cc1OC
  10 | -6 | 2 | -3 | 9 | -14 | 15 | 6.9 | -7
CC1(C(=O)NS(=O)(=O)C2CC2)CCCN(C(=O)Cc2ccc3ccccc3c2)C1 (stereo unspecified)
  -2 | 4 | 0 | 9 | 0 | 2 | 3 | 0.1 | 1
C=CCOC(=O)C1=C[C@H](C2CC2)[C@@H](CCCO)[C@H](OCC)O1
  6 | -10 | 2 | 7 | 0 | -2 | 11 | 1.2 | 3
Cc1n[nH]c(C)c1CCCCOc1ccc([N+](=O)[O-])cc1
  14 | -3 | -2 | -7 | 5 | 0 | 13 | 6.3 | -7
COc1c(C)cc(C(O)c2ncc(-c3ccccc3)[nH]2)cc1C (stereo unspecified)
  6 | -2 | 4 | 11 | 3 | -19 | 3 | 1.3 | -3
O=C(/C=C/c1ccc(Cl)cc1Cl)Nc1ccncc1
  1 | 2 | 2 | -2 | 8 | -10 | 5 | 2.3 | -7
Cn1c(C(=O)O)cc2cc(Oc3ccccc3)ccc21
  0 | -3 | -10 | 1 | 2 | -3 | 12 | 15 | -1

Carrying on:
Every second line gives: M5 antag | CHO-K1 Ca antag | M5 ag | CHRM4 PAM | CHRM4 agonist | CHRM4 antagonist | CHO-K1 Ca PAM | M1 ag parental | M5 PAM
Cc1ccc(-c2cc(C)nc3ncnn23)cc1
  -10 | -4 | -4 | 4 | -1 | -2 | 8 | -0.8 | 8
COc1ccc(-c2csc(NC(=O)CSc3n[nH]c(C)n3)n2)cc1
  4 | 4 | 14 | -15 | 25 | -12 | -7 | 15 | -8
O=C(Nc1ccc(F)c(F)c1)c1ccccc1
  11 | -14 | -1 | 3 | 3 | 2 | 17 | 0.2 | 0
S=c1[nH]nc(Cc2ccc(Br)cc2)n1/N=C/c1ccc(Cl)cc1
  10 | -16 | -5 | 2 | 0 | -5 | 9 | 0.8 | -11
Nc1cccc(Oc2cnccn2)c1
  -2 | 8 | -3 | 2 | 0 | 10 | 17 | 0.1 | 0
CC1(C)Cc2c(sc(NC(=O)C3CC(Cl)=CCC3C(=O)O)c2C#N)CO1 (stereo unspecified)
  12 | 0 | -3 | 3 | 0 | -5 | -7 | -0.3 | -11
OC(CNCCc1ccc(C(F)(F)F)cc1)COC(c1ccccc1)c1ccccc1 (stereo unspecified)
  15 | 18 | -4 | -16 | 17 | 20 | -12 | 0.9 | -11
COc1cc(O)c(C(CC(=O)N2CCN(c3ccccc3)CC2)c2ccc3c(c2)OCO3)c(OC)c1 (stereo unspecified)
  9 | -9 | -8 | 3 | 0 | -10 | 12 | 1.6 | 0
CCN(CC)CCN(C)Cc1nc(C(c2ccccc2)c2ccccc2)no1
  0 | -5 | -26 | -15 | 0 | 25 | 6 | 0.3 | -31
COc1cc(/C=C(/C(=O)c2cccs2)c2nc3ccccc3[nH]2)ccc1O
  6 | 4 | -1 | -8 | 5 | -1 | 4 | 2.8 | -7

Later entries:
Every second line gives: M5 antag | CHO-K1 Ca antag | M5 ag | CHRM4 PAM | CHRM4 agonist | CHRM4 antagonist | CHO-K1 Ca PAM | M1 ag parental | M5 PAM
Cc1cc(=O)n2c(n1)SCOC2
  8 | -13 | -2 | 4 | 1 | 2 | 27 | 2.6 | 5
CN(O)C(=O)Nc1ccc([N+](=O)[O-])cc1
  1 | 3 | 2 | -2 | 3 | -4 | 6 | 0.8 | -2
COc1cccc(NC(=O)C/C(C)=N/NC(=O)C2CCCCC2)c1
  6 | -12 | -2 | -2 | 1 | -8 | -4 | 0.0 | 4
CCCCc1cc(=O)oc2cc(OCC(=O)N(CC)CC)c(Cl)cc12
  4 | 3 | 3 | 8 | 1 | -13 | -10 | 0.2 | -9
Cc1onc(-c2c(Cl)cccc2Cl)c1C(=O)ONC(=O)c1cc(C(F)(F)F)cc(C(F)(F)F)c1
  0 | 6 | -4 | -6 | 1 | 7 | -17 | 0.0 | 3
COc1ccc(NC(=O)Cc2nnc(SCC(=O)c3ccccc3)n2C)cc1
  2 | -8 | -1 | 2 | 0 | -6 | 8 | 0.1 | 5
O=C1NC(=O)C2(CCCC2)N1
  11 | -4 | 5 | 5 | 1 | -8 | 4 | 0.8 | -3
FC(F)(F)C(Oc1nc(Nc2ccc(Cl)cc2)nc(N2CCOCC2)n1)C(F)(F)F
  0 | 15 | -6 | -7 | -1 | 3 | -8 | -0.4 | 0
Cc1ccc2nc(C3CCCN3Cc3nc(CCC(C)C)no3)[nH]c2c1 (stereo unspecified)
  -5 | -8 | -14 | -6 | 3 | 9 | 11 | 1.3 | 4
Cc1ccc(CSC2=Nc3ccccc3C3=NC(=O)CN23)cc1
  8 | -16 | -4 | 3 | 0 | 1 | 18 | 0.0 | -3

(cont.)
Every second line gives: M5 antag | CHO-K1 Ca antag | M5 ag | CHRM4 PAM | CHRM4 agonist | CHRM4 antagonist | CHO-K1 Ca PAM | M1 ag parental | M5 PAM
Cc1nn(CC(=O)O)c2ccccc12
  0 | -13 | 1 | -2 | 0 | 11 | -3 | -0.1 | 0
COCCCNC(=O)C1CCC(CNS(=O)(=O)c2ccc3c(c2)CC(C)N3C(=O)C2CC2)CC1 (stereo unspecified)
  -3 | -24 | -3 | 2 | 3 | -9 | 11 | 1.0 | 3
COC(=O)c1cc(NC(=O)CN(c2ccc(OC)cc2)S(=O)(=O)c2ccc(F)cc2)ccc1Cl
  9 | -4 | -1 | -12 | 5 | 5 | 11 | 1.3 | -13
COc1cc(NC(=O)COC(=O)/C=C/c2c(C)nn(-c3ccc(F)cc3)c2Cl)cc(OC)c1
  3 | 0 | -3 | -3 | 1 | -4 | 12 | 0.8 | -6
CC1=C(C(=O)N(C)C)C(c2cccs2)NC(=O)N1 (stereo unspecified)
  0 | -17 | -3 | 8 | 1 | -13 | 14 | 0.8 | 7
Cc1nc(-c2ccc(Cl)cc2)sc1C1(C)CC(c2ccc(Cl)cc2)=NO1 (stereo unspecified)
  11 | -19 | 3 | 8 | 2 | -6 | 22 | 1.1 | 3
CCC(C)N1CCN(S(=O)(=O)c2ccc3ccccc3c2)CC1 (stereo unspecified)
  12 | 3 | -9 | -1 | -1 | 2 | 8 | -0.9 | 0
CCOC(=O)c1sc(NC(=O)c2ccc3ncsc3c2)nc1C
  -1 | -5 | 3 | 7 | 0 | -2 | 17 | 0.7 | 2
Cc1c(C(=O)NCc2cccnc2)sc2nc(-c3ccccc3)cn12
  5 | -4 | 4 | -3 | 4 | 0 | 6 | 1.2 | -8
O=C(CSc1ncccn1)NC(=O)NCc1ccco1
  7 | 7 | 0 | -3 | 0 | 6 | -17 | 0.2 | 0

(cont.)
Every second line gives: M5 antag | CHO-K1 Ca antag | M5 ag | CHRM4 PAM | CHRM4 agonist | CHRM4 antagonist | CHO-K1 Ca PAM | M1 ag parental | M5 PAM
O=C(Cn1nnc(-c2ccccc2F)n1)Nc1ccc2c(c1)OCO2
  5 | -15 | 2 | -2 | 1 | 4 | 6 | 1.8 | -3
COc1cccc(C(=O)Nc2cc(S(=O)(=O)N3CCOCC3)ccc2N2CCOCC2)c1
  6 | -5 | 4 | 3 | 4 | 7 | -16 | 1.1 | 2
COc1ccccc1/C=C/c1nc(C#N)c(N(C)C)o1
  4 | -7 | -7 | 11 | -2 | 1 | -1 | -0.5 | 5
O=C(O)c1nn(CC(=O)N2CCN(c3ccccc3)CC2)c(=O)c2ccccc12
  6 | -11 | 1 | 3 | 1 | -8 | 12 | 0.9 | 1
CCOC(=O)C1(NC(=O)C2(NC(=O)CN3C(=O)c4ccccc4C3=O)CCCC2)CCCC1
  14 | -3 | -2 | 6 | 0 | -3 | 1 | 0.7 | 8
COc1ccc(C(=O)n2nc(-c3ccc(C)cc3)nc2N)cc1OC
  3 | -12 | -1 | -4 | 1 | 0 | 13 | 0.5 | 1
CC1CCCCC12NC(=O)N(CC(=O)N1CCN(C(=O)c3ccco3)CC1)C2=O (stereo unspecified)
  -4 | -15 | 1 | 2 | 0 | -6 | -4 | 0.0 | 2
COCCN1CCN(C(=O)C2CCC(=O)N(CCc3ccc(Cl)cc3)C2)CC1 (stereo unspecified)
  6 | 4 | -3 | -4 | 0 | 14 | 5 | -0.1 | -5
COc1ccc(Cn2c(C)c(C)c(C#N)c2NC(=O)Nc2cccc(Cl)c2)cc1
  -2 | -7 | -2 | -4 | 3 | -18 | 19 | 1.9 | -5
Cc1ccc(Nc2nc(Cl)c(C=O)s2)cc1Cl
  -1 | -5 | 4 | 1 | 4 | -11 | 10 | 2.0 | -2
Nn1c(SCC(=O)Nc2cccc(Br)c2)nnc1C1CC1
  7 | -13 | 6 | 7 | 1 | 2 | 6 | 0.0 | -8

Compound activity: PubChem, The Scripps Research Institute Molecular Screening Center
